Assay outcomes (PubChem)
ASM inhibitor: human S-ASM enzyme inhibition | P17405 | placental ASM, HMU-PC fluorogenic substrate, 60 min | Potency, µM (doses to about 57.5 µM), for the others: at the top dose activity change, negative = inhibition, usual class: inhibitors | hit rate 0.006% among 340,000; also: potency is read from the fitted curve at half-maximal effect
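HMU-PC0 cleavage (9 uM final) by human placental ASM, 60 min at 37 °C following 10 min compound exposure at RT; stopped at pH 10, fluorescence Ex 386/Em 447 nm.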
A-T KAP1 phos: potential ataxia-telangiectasia treatment. […] A-T fibroblasts, KAP-1 phosphorylation AlphaLISA; neocarzinostatin DNA damage 30 min before lysis. Potency, µM (top dose mostly 57.5 µM), inactives show at the highest dose activation, usual class: activators. hit rate 0.19% among 320,000. AID 485349; also: potency is read from the fitted curve at half-maximal effect; % of control where 0% means no effect; nearly all actives have a fitted effect of over 45% in size
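ATM-like activity read as KAP-1 phosphorylation via AlphaLISA donor/acceptor antibody pairs after lysis and 6 hr at 25C. Cells were ATM-null patient fibroblasts ([…], hTERT), dosed 60 min, then exposed to the DSB inducer NCS for 30 min.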
Eya2 inh: inhibitors of human Eya2 phosphatase activity. hit rate 0.006% among 330,000. Potency, µM (series often up to 76.9 µM), for inactives: at the highest dose activity, negative = inhibition, hits mostly inhibitors. O00167. AID 488837. recombinant Eya2, OMFP fluorescence dephosphorylation (OMFP is methylfluorescein phosphate); also: potency is read from the fitted curve at half-maximal effect; % is scaled to controls: 0 for no effect and ±100 for the full control effect
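Eya2 protein (added as 0.2 uM solution) was preincubated with compound for 10 min at ambient temperature in 50 mM HEPES pH 7.5, 50 mM NaCl, 5 uM MgCl2, 0.05% BSA, 1 mM DTT. OMFP (added at 50 uM) then reacted 10 min; fluorescence read at 485/525 nm.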
Mito fusion act: inhibitors of mitochondrial division or activators of mitochondrial fusion. S. cerevisiae fusion-defective mutant growth rescue, CellTiterGlo 48 h. Potency, µM (series often up to 46.1 µM), without a hit: at the highest dose growth rescue (activation), usual class: activators. hit rate 0.23% among 320,000. AID 485298;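 also: potency is read from the fitted curve at half-maximal effect; % of control where 0% means no effect; nearly all actives have a fitted effect of over 45% in size; temperature-sensitive fusion mutants such as fzo1-1 at 37 °C on non-fermentable ethanol glycerol medium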
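Compounds are tested for their ability to restore growth of mitochondrial fusion-defective yeast strains at non-permissive 37C in YPEG medium over 48 hours. Viability is quantified by luciferase luminescence.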
TSHR antagonist: human thyrotropin receptor antagonism | P16473 | TSHR-expressing cells, TSH-stimulated cAMP HTRF, 2 h; active compounds read low | activity change, negative = inhibition, % at 11.5 µM | hit rate 0.2% among 330,000;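 active = activity change below a set negative limit, meaning inhibition stronger than a set level, cut at about -70% in these data; inconclusive = activity change between two set negative limits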; also: % is scaled to controls: 0 for no effect and ±100 for the full control effect
Target sequence (P16473 whole entry, looked up): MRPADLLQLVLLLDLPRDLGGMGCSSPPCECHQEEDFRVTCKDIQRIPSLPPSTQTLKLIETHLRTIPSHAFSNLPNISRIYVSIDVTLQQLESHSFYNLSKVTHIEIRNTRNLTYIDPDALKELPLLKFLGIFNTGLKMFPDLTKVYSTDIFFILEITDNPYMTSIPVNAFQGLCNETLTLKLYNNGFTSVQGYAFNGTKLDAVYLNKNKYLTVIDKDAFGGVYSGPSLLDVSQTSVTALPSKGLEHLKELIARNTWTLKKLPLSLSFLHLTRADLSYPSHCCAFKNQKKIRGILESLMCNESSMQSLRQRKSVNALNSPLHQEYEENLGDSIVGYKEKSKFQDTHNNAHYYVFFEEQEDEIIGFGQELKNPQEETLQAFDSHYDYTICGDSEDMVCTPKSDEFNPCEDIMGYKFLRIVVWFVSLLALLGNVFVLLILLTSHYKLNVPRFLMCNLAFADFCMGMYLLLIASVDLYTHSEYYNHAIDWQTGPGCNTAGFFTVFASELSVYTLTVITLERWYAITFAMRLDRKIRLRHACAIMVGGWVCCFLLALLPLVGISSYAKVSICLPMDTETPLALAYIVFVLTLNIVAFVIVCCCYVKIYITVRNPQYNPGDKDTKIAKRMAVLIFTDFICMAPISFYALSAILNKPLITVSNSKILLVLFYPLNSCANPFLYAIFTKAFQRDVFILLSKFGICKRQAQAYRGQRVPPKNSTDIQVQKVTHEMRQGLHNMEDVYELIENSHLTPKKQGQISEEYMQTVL
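Freshly harvested TSHR cells receive pin-tooled compound, then EC80 TSH at 4nM final. After 2 hours at 37 deg C, antibody in lysis buffer and cAMP-d2 are added; 30 minutes at ambient temperature precede the HTRF read.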
TSG101-PTAP inh: blocks PTAP/TSG101 interaction to inhibit HIV-1 budding. Potency, µM (highest dose often 115 µM), for the others: at the highest dose activity change, negative = inhibition, hits mostly inhibitors. 340,000 tested, under 10 active. Fluorescence polarization, FITC-PTAP peptide / Tsg101 binding; active = well fitted inhibition curve with a large enough effect in the main read-out, with a control signal flat, not every such curve was filed as active; inconclusive = small, poorly fitted or top-dose-only effect, or effect the other way, or a change in a side signal; inactive = no such curve, though single readings can be large or run the other way; also: potency is read from the fitted curve at half-maximal effect; % of control where 0% means no effect
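FP read-out: FITC-PTAP peptide, 50 nM final, binding Tsg101 binding domain, 10 uM final; 20 min, r.t.; 10 mM HEPES pH 7.5, 0.15 M NaCl, 0.01% Tween 20, 3 mM EDTA, 0.1 mM TCEP.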
Tb PFK block: T. brucei PFK enzyme inhibition | hit rate 0.17% among 330,000 | T. brucei PFK, ADP-Glo luminescence | O15648 | Potency, µM (highest dose often 57.5 µM), for the others: at the top dose activity, negative = inhibition, usual class: inhibitors;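 also: potency is read from the fitted curve at half-maximal effect; 0% = uninhibited 1x PFK enzyme wells and -100% = no-enzyme wells; nearly all actives have a fitted effect of over 60% in size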
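Activity is normalized to no-enzyme wells (full inhibition) and 1.25 nM enzyme wells (no inhibition). Reaction: 0.5 mM F6P, 0.1 mM ATP, 45 min RT, ADP-Glo luminescence; concentration-response curves fitted and classed by quality.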
Integrin act MD: activates integrin-mediated alleviation for muscular dystrophy. Potency, µM (top dose mostly 38.3 µM), inactives show at the highest dose activation, hits mostly activators. alpha7betagal myoblasts, beta-gal FDG fluorescence, 48 h. hit rate 0.064% among 350,000. AID 624291;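 also: potency is read from the fitted curve at half-maximal effect; 100% = response of the positive control SU9516; nearly all actives have a fitted effect of over 60% in size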
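Alpha7betagal+/- myoblasts (passage 13) were plated 16-24 hr, then exposed to compounds (1:260 dilution of DMSO stock) for 48 hours at 37C. After MPER lysis, β-galactosidase reporter activity was read as FDG fluorescence (ex 480/em 540) after 30 minutes.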
Chronic BCR inh: chronic active BCR signaling inhibition; ABC-DLBCL IkBa-CBG/CBR reporter, luminescence ratio, 4 h; Potency, µM (series often up to 46.1 µM), inactives show top-dose ratio change, negative = lower green/red ratio, hits mostly inhibitors; hit rate 0.05% among 340,000; active = well fitted inhibition curve with a large enough effect in the signal ratio, with a control signal flat, not every such curve was filed as active; inconclusive = small, poorly fitted or top-dose-only effect, or effect the other way, or a change in a side signal; the % refers to the signal ratio;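 also: potency is read from the fitted curve at half-maximal effect; plate controls were basal doxycycline-induced cells for no effect and cells given 10 µM MG132 for full effect; MG132 reads +100%, hits lower the ratio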
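Doxycycline induced both beetle luciferases in TMD8 lymphoma cells; IKK-driven degradation limits the IkappaBalpha-fused green signal, while red luminescence normalises for cell number and nonspecific effects. Compounds tested up to 46 uM, 4 hrs.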
TCR act: activates T cell receptor signaling; 330,000 tested, under 10 active; AID 504894; Potency, µM (series often up to 9.22 µM), inactives show at the highest dose activation of IL-2 secretion, hits mostly activators; primary human leukocytes, anti-CD3, IL-2 HTRF, 48 h; also: % of control where 0% means no effect
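48 hr co-incubation of compounds, a-CD3 beads and primary human leukocytes; IL-2 quantified homogeneously by HTRF with anti-IL-2 K and d2 conjugates.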
ELG1 repair inh: inhibitors of ELG1-dependent DNA repair in HEK293T cells; HEK293T ELG1-luciferase reporter, luminescence, 16 h; DNA damage induced by 5-fluorouridine; Potency, µM (titrated, usually from 46.1 µM), without a hit: at the highest dose activity change, negative = inhibition, usual class: inhibitors; hit rate 2.3% among 330,000; AID 504467; also: potency is read from the fitted curve at half-maximal effect; % is scaled to controls: 0 for no effect and ±100 for the full control effect; nearly all actives have a fitted effect of over 55% in size
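Luminescence from the luciferase reporter, measured 30 min after ONE-Glo reagent at room temperature, was the read-out. Beforehand, 2,000 cells per well were exposed for 16 hr at 37 °C to 5-fluorouridine together with compound or vehicle.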
* marks the source's active call; other numbers are inactive results; ? = inconclusive; · = no result given; [ ] = dose if it differs, or a comment. Unless noted, calls follow the shape of the dose curve; as a rule, active = well fitted curve in the direction sought with a large enough effect; inconclusive = small, poorly fitted or top-dose-only effect, or another doubt; inactive = no such curve, though single readings can be large; an effect the other way counts as inactive or inconclusive.

| Molecule | TSG101-PTAP inh | A-T KAP1 phos | Chronic BCR inh | TSHR antagonist | ELG1 repair inh | Integrin act MD | Tb PFK block | Eya2 inh | ASM inhibitor | Mito fusion act | TCR act |
| --- | --- | --- | --- | --- | --- | --- | --- | --- | --- | --- | --- |
| CN1/C(=C\C=C(/C#N)C(=O)Nc2ccccc2F)C(C)(C)c2ccccc21 | ? | 2% | -1% | 9 | 21% | -14% | 1% | 10% | 3% | -3% | 2%[46.1 µM] |
| O=c1cc(C23CC4CC(CC(C4)C2)C3)[nH][nH]1 | -2% | · | · | · | · | 9% | · | · | -1% | -13% | 4% |
| CCC1(C)Cc2sc3c(=O)[nH]c(=S)[nH]c3c2CO1 (centres undefined) | -6% | -1% | 13% | -5 | ? | 14% | 2% | 2% | 10% | -3% | 10% |
| COC(=O)c1sccc1NC(=S)N1CCN(c2ccccc2)CC1 | 2% | 5% | 0% | -6 | 9% | 33% | 9% | -21% | 0% | 11% | 6% |
| N#Cc1c(N)nc(SCC(=O)NCCc2ccccc2)c(C#N)c1-c1cccs1 | 7% | 2% | 3% | -1 | 19% | -31% | -2% | -4% | 407%[activator] | 1% | -3% |
| O=C(Cn1cc2c(n1)CCCCC2)Nc1ccccc1Cl | -5% | 9% | ? | -6 | 11% | -6% | 0% | -2% | 2% | 6% | -5% |
| CCN(CC)C(=O)Cn1cnc2sc(C(=O)N3CCN(Cc4ccc5c(c4)OCO5)CC3)c(C)c2c1=O | -2% | 3% | -2% | -9 | 8.2µM* | -19% | -3% | -8% | -1% | 4% | 8% |
| Cc1ccc(NCC(=O)Nc2cccc(F)c2)cc1S(=O)(=O)N1CCCCCC1 | 0% | 12% | -12% | -36 | 14% | -53%[inhibitor] | -6% | -5% | 0% | 0% | 3% |
| Cc1ccc2nsnc2c1NS(=O)(=O)c1c(C)ccc2nsnc12 | -3% | -1% | 0% | -1 | -11% | -8% | 5% | 4% | -1% | 14% | -2% |
| O=[N+]([O-])c1cccc(S(=O)(=O)Nc2cccc(-c3ccc(N4CCCC4)nn3)c2)c1 | 0% | -2% | 3% | -6 | ? | 5% | -1% | -5% | -1% | -3% | -4% |
| Cc1cc(NC(=O)CSc2nnc(COc3ccccc3)n2Cc2ccco2)no1 | -4% | -5% | -1% | 12 | 20% | 2% | 1% | 2% | 4% | -5% | 3% |
| C#CCn1ccc(O)c(Cc2c(F)cccc2Cl)c1=O | -4% | 0% | 5% | -3 | ? | -6% | 6% | -3% | -2% | 7% | -9% |
| O=S(=O)(NC1CCCCCC1)c1cccc(Cl)c1 | 0% | -19% | 2% | 6 | -1% | 8% | 2% | -6% | -4% | · | -3%[46.1 µM] |
| CCOC(=O)C1CCCN(C2CCN(Cc3nc(-c4ccccc4)no3)CC2)C1 (centres undefined) | 0% | -1% | -12% | 9 | -11% | -5% | -5% | -14% | 1% | -12% | · |
| O=C(CCC(=O)Nc1ccccc1Cl)NNC(=O)NC1CCCCC1 | · | 6% | -3% | 8 | ? | 7% | -4% | -10% | 2% | 0% | -39% |
| CC(=O)OCC(=O)[C@@]12OC(C)(C)O[C@@H]1C[C@H]1[C@@H]3C[C@H](F)C4=CC(=O)C=C[C@]4(C)[C@@]3(F)[C@@H](O)C[C@@]12C | -1% | 3% | ? | 3 | 9% | · | -2% | 2% | 1% | 2% | 1% |
| CC(C)Oc1ccccc1C1CC(=O)Nc2cc3c(cc21)OCO3 (centres undefined) | -6% | -3% | ? | -11 | -1% | -21%[7.66 µM] | 1% | -18% | -2% | 9% | -5% |
| O=C(Nc1cnccn1)c1ccncc1 | -8% | 5% | 0% | 3 | -5% | 20% | 1% | 1% | 9% | -3% | -6% |
| COc1cc2c(cc1OC)C(c1cccc(Cl)c1Cl)CC(=O)N2 (centres undefined) | -1% | -4% | -21% | 0 | -18% | 36% | 0% | 10% | -5% | 1% | 9% |
| Cc1ccc2cc(/C=N/Nc3nc4ccccc4[nH]3)c(Cl)nc2c1 | -4% | 5% | ? | 5 | ? | -11% | 0% | 2% | -1% | -8% | 1%[46.1 µM] |
| Cc1c(NC(=O)COC(=O)C23CC4CC(CC(Br)(C4)C2)C3)c(=O)n(-c2ccccc2)n1C | -1% | 2% | -1% | 1 | -8% | 6% | 4% | 8% | -3% | -9% | -4% |
| Cc1ccc(NC(=O)C(C)Sc2nnc(-c3cccnc3)o2)cc1 (centres undefined) | -5% | 0% | 2% | 13 | ? | 23% | 0% | 11% | 0% | 1% | 4% |
| CN1CC(=O)N(C)c2ncn(Cc3ccccc3)c2C1=O | -2% | · | -5% | 21 | 9% | -1% | 3% | 1% | 0% | -3% | 2% |
| Cc1c(C(=O)OCC(=O)Nc2c(C)n(C)n(-c3ccccc3)c2=O)cccc1[N+](=O)[O-] | -11% | -1% | 1% | 4 | -7% | -5% | 3% | 11% | 5% | 0% | 1% |
| CCC1CCCCN1Cc1ccc(OC)c(OC)c1 (centres undefined) | -5% | 3% | 5% | 4 | -3% | 8%[7.66 µM] | -7% | 3% | 3% | -1% | -4% |
| Cc1cccc(OCCCC(=O)O)c1C | 4% | -1% | 11% | 0 | 0% | 32% | -1% | 23% | 4% | 0% | 2% |
| CC(Oc1ccc(Br)cc1Br)C(=O)NC1CCCC1 (centres undefined) | · | 0% | 6% | 3 | 5% | · | -4% | -5% | · | 18% | · |
| CC1(C)CC(=O)c2cnc(N3CCN(c4ccccc4)CC3)nc2C1 | -6% | -4% | ? | -10 | -2% | 7% | -5% | 7% | -1% | -11% | -2% |
| Cc1ccc(C(=O)NC(NCc2ccccc2)C(Cl)(Cl)Cl)cc1 (centres undefined) | -1% | -2% | ? | 18 | 7% | 14% | -1% | 1% | 0% | 9% | -8% |
| Oc1cc2c(cc1O)C(c1ccccc1)CNCC2 (centres undefined) | -3% | · | · | 3 | · | · | · | 0% | 5% | 22% | 6% |
| S=c1nccc(-c2ccc3c(c2)CCO3)[nH]1 | 0% | -3% | ? | 6 | ? | -11% | 1% | -1% | 170%[activator] | 15% | -5% |
| CCS(=O)(=O)c1ccc(O)c(NC(=O)COc2ccc(Cl)cc2)c1 | -3% | 0% | ? | -5 | 2% | -20% | 3% | 3% | 0% | -7% | -2% |
| Cc1onc(-c2ccccc2Cl)c1C(=O)N1CCOC12CCN(c1cccc(F)n1)CC2 | -4% | 2% | 0% | -23 | -19% | -55%[inhibitor] | 7% | 2% | -2% | 0% | -2% |
| Cn1cc(CN2CC3C[C@@H]4CC2C[C@H](C3)C4)c(-c2ccc3c(c2)OCCO3)n1 | -3% | 6% | ? | 3 | ? | -23% | -2% | -2% | 0% | -4% | 5% |
| Cc1cc(C(=O)OCC(=O)NCCC(C)C)c2ccccc2n1 | -8% | 16% | 2% | 6 | -5% | 14% | -9% | -14% | -2% | 7% | 2% |
| COc1cc(NC(=O)CNC(c2ccccc2)c2ccccc2)cc(OC)c1OC | -3% | 2% | ? | -9 | ? | -9% | 0% | -28% | 4% | 9% | -2% |
| CCc1cc2c(=O)c(-c3ccc4c(c3)OCCO4)coc2c(CN2CCCCC2C)c1O (centres undefined) | -3% | -3% | ? | -17 | 6% | 1% | 6% | -12% | 150%[activator] | -19%[9.22 µM] | 3% |
| CC(C)(C)OC(=O)NN=C(c1ccc(O)cc1)c1ccc(O)cc1 | -4% | -1% | -4% | -7 | -4% | -1% | 1% | -1% | 1% | 0% | -56% |
| O=c1nc2ccccc2c2n1CC(CN1CCN(c3ccccc3F)CC1)N2 (centres undefined) | -5% | 1% | 3% | 17 | ? | 22% | 2% | 3% | -1% | -4% | -33% |
| C=CCc1cc(Cl)ccc1OCCNCCOC | -2% | 5% | ? | 17 | -7% | -60%[inhibitor] | 0% | 3% | 1% | ? | 1% |
| O=C(CNC1CCCCCC1)c1cccs1 | -2% | 4% | 0% | 38 | 1% | -16% | 0% | -4% | 4% | -8% | -3%[46.1 µM] |
